M4 antag = CHRM4 antagonism in calcium assay; P08173; CHO-hM4 cells, ACh EC80, Fluo-8 calcium fluorescence; inhibition, % at 3 µM; 0.73% of 360,000 active;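 active means inhibition above its plate's cutoff, the mean inhibition of sample wells plus 3 SD, cut at about 27% in these data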;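 further: 0% = acetylcholine EC80 with DMSO and 100% = DMSO without agonist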
Target sequence (P08173 whole entry, looked up): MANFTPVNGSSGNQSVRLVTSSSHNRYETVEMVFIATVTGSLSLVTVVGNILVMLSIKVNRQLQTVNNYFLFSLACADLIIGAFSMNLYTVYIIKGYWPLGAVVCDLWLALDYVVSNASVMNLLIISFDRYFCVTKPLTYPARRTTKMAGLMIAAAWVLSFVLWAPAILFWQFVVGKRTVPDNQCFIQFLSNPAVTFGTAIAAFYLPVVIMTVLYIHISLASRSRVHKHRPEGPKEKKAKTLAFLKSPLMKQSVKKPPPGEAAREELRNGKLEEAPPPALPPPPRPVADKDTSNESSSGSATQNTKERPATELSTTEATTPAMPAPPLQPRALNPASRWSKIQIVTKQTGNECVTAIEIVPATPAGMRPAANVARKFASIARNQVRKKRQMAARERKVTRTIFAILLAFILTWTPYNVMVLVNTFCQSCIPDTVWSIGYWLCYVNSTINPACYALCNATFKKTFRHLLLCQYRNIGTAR
CRFR2-BP ag = agonists of human CRF-binding protein/CRF-R2 receptor complex | HEK293 CRF-R2/CRF-BP, calcium dye fluorescence (FLIPR); percent of saturating CRF peptide response | activation, % at 13.2 µM | 0.46% of 350,000 active | AID 588473;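 active means activation of at least 50%, plus an integration ratio under a set limit after plate pattern correction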;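 further: plate controls were neutral control wells without compound for no effect and CRF at EC100 for full effect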
CHRM4 PAM = positive allosteric modulators of human muscarinic M4 receptor; activation, % at 3 µM; CHO-K1 hM4/Gqi5, Fluo-8 calcium fluorescence, ACh EC20; 0% = ACh EC20, 100% = maximal ACh; 0.4% of 360,000 active; P08173;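 active means activation above its plate's cutoff, the mean activation of sample wells plus 3 SD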; further: some results filed as inactive read as strong as hits
M5 antag = CHRM5 antagonism in calcium assay; P08912; CHO-hM5 cells, Fluo-8 calcium fluorescence, ACh EC80; inhibition, % at 3 µM; 0.59% of 360,000 active;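 active means inhibition above a per-plate cutoff, the mean of that plate's test compounds plus 3 SD, cut at about 27% in these data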;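 further: 0% = acetylcholine EC80 with DMSO and 100% = DMSO without agonist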
M5 ag = agonists of human muscarinic M5 receptor (CHRM5); P08912; CHO-K1 hM5 cells, Fluo-8 calcium fluorescence; 0% DMSO wells, 100% maximal acetylcholine response; activation, % at 3 µM; 0.19% of 360,000 active;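 active means activation above the run's mean over test compounds plus 3 SD, cut at about 23% in these data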;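 further: signal is peak over basal fluorescence ratio across the kinetic read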
CHRM5 PAM = positive allosteric modulators of human muscarinic M5 receptor; P08912; CHO-K1 hM5, Fluo-8 calcium, ACh EC20 PAM; 0% = ACh EC20, 100% = ACh EC100; activation, % at 3 µM; 0.3% of 360,000 active;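 active means activation above the run cutoff, the mean activation of all test compounds plus 3 SD, cut at about 18% in these data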
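Replicates: One well per compound, no replicates | System: Human M5 receptor in CHO-K1 cells | Benchmarks: Low control EC20 acetylcholine (0%), high control EC100 acetylcholine (100%) | Probe or stimulus: Acetylcholine, EC20 level | Times: Fluo-8 loading 80 min at 37 °C plus 30 min room temperature | Signal: Intracellular calcium via Fluo-8 fluorescence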
CRFR2-BP antag = CRF-BP/CRF-R2 complex antagonism | HEK293 CRF-R2/CRF-BP, CRF-induced calcium fluorescence | inhibition, % at 11.8 µM | 0.59% of 350,000 active;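 active means inhibition of the ligand-induced calcium signal above about 50% at the single tested concentration, limit read from the data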
M4 ag = CHRM4 agonism in calcium assay. P08173. CHO-K1 hM4/Gqi5, Fluo-8 calcium fluorescence; vehicle 0%, full acetylcholine response 100%. activation, % at 3 µM. 0.14% of 360,000 active. AID 624127;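 active means activation above the run mean over all test wells plus 3 SD, cut at about 32% in these data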;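 further: peak over basal fluorescence ratio per well then scaled between controls; 0% = DMSO wells and 100% = acetylcholine at EC100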
M1 PAM = positive allosteric modulators of human M1 muscarinic receptor; P11229; CHO-K1 hM1, Fluo-8 calcium fluorescence, ACh EC20; 0% = ACh EC20, 100% = maximal ACh; activation, % at 3 µM; 0.088% of 360,000 active; in the data active means activation above about 19%, passing the limit was not always enough
Target sequence (P11229 whole entry, looked up): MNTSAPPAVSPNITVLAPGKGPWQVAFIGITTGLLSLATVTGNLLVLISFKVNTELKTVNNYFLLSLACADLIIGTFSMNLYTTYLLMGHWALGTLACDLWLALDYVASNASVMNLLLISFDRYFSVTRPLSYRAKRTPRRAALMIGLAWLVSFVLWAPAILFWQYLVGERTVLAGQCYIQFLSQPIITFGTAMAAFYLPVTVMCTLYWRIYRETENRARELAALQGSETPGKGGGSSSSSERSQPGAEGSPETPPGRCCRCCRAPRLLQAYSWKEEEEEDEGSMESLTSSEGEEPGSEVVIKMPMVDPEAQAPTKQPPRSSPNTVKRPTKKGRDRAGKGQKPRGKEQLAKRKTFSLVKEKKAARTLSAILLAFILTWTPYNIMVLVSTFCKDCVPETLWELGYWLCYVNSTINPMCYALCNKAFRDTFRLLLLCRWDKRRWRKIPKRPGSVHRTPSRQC
* marks the source's active call; other numbers are inactive results; · = no result given.

SMILES	M4 antag	CRFR2-BP ag	CHRM4 PAM	M5 antag	M5 ag	CHRM5 PAM	CRFR2-BP antag	M4 ag	M1 PAM
COc1ccccc1-c1c(C(F)(F)F)oc2cc(OC(=O)c3ccccc3[N+](=O)[O-])ccc2c1=O	17	6.2	-6	3	3	-5	18	1	-3
O=C(NCC(=O)N(CCN1CCOCC1)C(C(=O)NC1CCCC1)c1cccnc1)c1cccs1 (configuration not stated)	-3	0.3	9	-3	0	-1	14	0	-5
COC(=O)c1cc(S(=O)(=O)N(C)c2ccc(C)c(C)c2)c[nH]1	3	-1.3	1	-3	-2	-3	2	4	0
CCCCn1c(N)c(N(CCOC)C(=O)COC(=O)COc2ccccc2C#N)c(=O)[nH]c1=O	-1	-0.6	1	4	1	5	2	1	6
COc1ccccc1CCc1nnc(N)s1	-2	-0.7	4	17	0	-9	-3	0	11
O=C(Nc1cccc(O)c1)C(=O)Nc1ccccn1	0	7.1	10	1	2	-3	2	2	-1
CC(C)NC(=O)NC(=O)COC(=O)c1cc(S(=O)(=O)N2CCCCC2)ccc1N1CCOCC1	-1	-1.1	-3	2	-3	3	-3	1	7
CCOC(=O)c1ccc(S(=O)(=O)N2CCN(C/C=C/c3ccccc3)CC2)cc1	15	0.5	-6	5	3	4	6	0	-3
COc1ccc2oc(C(=O)N3CCN(S(=O)(=O)c4ccc(F)cc4)CC3)c(C)c2c1	-3	0.4	-4	16	2	-5	-7	9	-7
CCOCC(=O)Nc1ccc([N+](=O)[O-])cc1C	1	-3.5	8	-19	2	5	35	0	10
NC(=O)CC(NC(=O)c1cccc(Br)c1)c1ccc(N2CCC(N3CCCC3)CC2)c([N+](=O)[O-])c1 (configuration not stated)	-7	-0.9	7	3	0	1	0	-1	7
CC(C)C(=O)N(c1ccc2oc(=O)sc2c1)S(=O)(=O)c1cccs1	3	-1.1	4	-8	-4	3	-5	1	2
O=S(=O)(Oc1ccccc1C(=S)N1CCOCC1)c1ccc(Cl)cc1	1	-15	2	13	-4	-4	-1	3	6
COc1cc(/C=C/C(=O)OCC(=O)N(CC(C)C)c2c(N)n(Cc3ccccc3)c(=O)[nH]c2=O)ccc1O	-8	120*	11	8	4	9	-41	6	11
CCOc1ccc(/C=C(\C(=O)O)c2ccc(S(=O)(=O)N3CCOCC3)s2)cc1OC	-2	3.0	-2	5	1	1	-7	-1	5
COc1ccc(S(=O)(=O)N(CCCN2CCOCC2)Cc2cccc3ccccc23)cc1	7	4.1	4	3	-5	1	-17	4	7
CCc1nc2ccc(C(=O)NCCCn3ccnc3)cn2c1N(C)Cc1cc2ccccc2s1	-1	·	-9	3	-2	-6	·	8	-15
Cc1ccc(S(=O)(=O)CCSc2cccc(C(=O)O)c2)cc1	6	-0.1	-3	-7	1	3	3	0	4
Cc1csc(NC(=O)CSc2nnnn2C)n1	12	-2.1	3	1	3	-2	-1	1	8
CCOC(=O)C1=C(c2ccccc2)NC(N)=NC1c1ccc(OCc2ccc(Cl)cc2)c(OC)c1 (configuration not stated)	8	-0.4	-10	6	-10	-2	0	1	1
COC(=O)c1c(N)[nH]c(C(=O)c2ccccc2)c1-c1ccc(Br)cc1	-11	·	6	-2	5	2	·	1	·
Cc1ccc(C)c(-n2c(-c3csc(C)c3C)n[nH]c2=S)c1	-3	0.7	2	12	-10	-2	-26	-2	-2
COc1nnc(-c2ccc(C)c(S(=O)(=O)NCCO)c2)c2ccccc12	-7	0.1	4	-1	-1	1	2	1	9
COc1ccc(OC)c(C(=O)c2ccc(C(=O)O)cc2)c1	14	-0.2	5	3	-2	-1	-10	-1	4
Cc1cccc(OCC(=O)NNS(=O)(=O)c2ccccc2F)c1	-7	-1.1	-8	-5	-3	-2	1	0	4
C=CCOc1ccccc1CN1CCCC(CCC(=O)N(C)CCc2ccccn2)C1 (configuration not stated)	12	-0.9	-15	-7	-10	2	23	0	-18
Cc1ccc(S(=O)(=O)N2CCCC(C(=O)NCC3CCCO3)C2)cc1 (configuration not stated)	-2	0.8	4	0	-1	5	-7	1	15
CC1=NN(C(=O)c2ccc(Cl)cc2)C(O)(c2ccccc2)C1 (configuration not stated)	-4	0.4	-5	1	2	1	-1	0	5
CCn1c(C)nc2cc(C#N)ccc21	8	5.1	-4	-1	2	8	-4	2	3
CCCOC(=O)c1ccc(NC(=O)Oc2ccccc2)cc1	5	0.2	19	6	0	3	3	2	5

Part of the list above, showing only M4 ag, CRFR2-BP antag and CHRM4 PAM:
Molecule	M4 ag	CRFR2-BP antag	CHRM4 PAM
Cc1ccc(S(=O)(=O)CCSc2cccc(C(=O)O)c2)cc1	0	3	-3
Cc1csc(NC(=O)CSc2nnnn2C)n1	1	-1	3
CCOC(=O)C1=C(c2ccccc2)NC(N)=NC1c1ccc(OCc2ccc(Cl)cc2)c(OC)c1 (configuration not stated)	1	0	-10

The results go on:
SMILES	M4 antag	CRFR2-BP ag	CHRM4 PAM	M5 antag	M5 ag	CHRM5 PAM	CRFR2-BP antag	M4 ag	M1 PAM
CC[N+](CC)(CCO)CCCN1C(=O)C2CC=C(Cl)CC2C1=O (configuration not stated)	2	0.6	-3	-8	-11	-3	1	0	-2
CC(C)(CN1CCN(C(c2ccccc2)c2ccccc2)CC1)NS(=O)(=O)c1ccccc1	-8	0.0	-21	-8	-10	-7	5	-2	-17
O=C(NC1CCCCC1)C(c1ccccn1)N(C(=O)c1csnn1)c1ccccc1F (configuration not stated)	-15	0.9	5	8	-3	-2	-2	1	8
CCOC(=O)N(NC(=O)C(O)(c1ccccc1)c1ccccc1)c1ccccc1	-4	2.8	-2	2	-4	-5	-11	2	2
COCCN(C(=O)COC(=O)c1ccccc1Oc1ccccc1)c1c(N)n(Cc2ccccc2)c(=O)[nH]c1=O	2	-1.6	6	-9	-6	4	-11	1	18
CS(=O)c1ccccc1COC(=O)Nc1ccc(Cl)cc1 (configuration not stated)	6	2.8	17	6	0	1	-12	4	8
Cc1cnc(C(=O)OCC(=O)NC2CCCCC2)cn1	0	8.1	11	-4	-6	1	-1	1	-2
COc1ccc(OC)c(/C=N/NC(=O)c2ccc(Cn3cc([N+](=O)[O-])cn3)o2)c1	6	6.7	-6	-1	-2	-2	15	3	3
Cc1cccc(OCCCC(=O)Nc2ccc(S(=O)(=O)Nc3onc(C)c3C)cc2)c1C	-2	1.0	-9	-2	-3	-1	3	0	7
Cn1c(SCC(=O)NCc2ccco2)nnc1-c1c[nH]c2ccccc12	-10	2.7	3	-1	1	-1	3	1	4

Not a retest: 3 of the compounds above.
SMILES	M4 antag	CRFR2-BP ag	CHRM4 PAM	M5 antag	M5 ag	CHRM5 PAM	CRFR2-BP antag	M4 ag	M1 PAM
CC[N+](CC)(CCO)CCCN1C(=O)C2CC=C(Cl)CC2C1=O (configuration not stated)	2	0.6	-3	-8	-11	-3	1	0	-2
CC(C)(CN1CCN(C(c2ccccc2)c2ccccc2)CC1)NS(=O)(=O)c1ccccc1	-8	0.0	-21	-8	-10	-7	5	-2	-17
O=C(NC1CCCCC1)C(c1ccccn1)N(C(=O)c1csnn1)c1ccccc1F (configuration not stated)	-15	0.9	5	8	-3	-2	-2	1	8

(cont.)
SMILES	M4 antag	CRFR2-BP ag	CHRM4 PAM	M5 antag	M5 ag	CHRM5 PAM	CRFR2-BP antag	M4 ag	M1 PAM
C[C@@H]1CN([C@H](C)CO)C(=O)c2cc(NC(=O)Nc3ccc(C(F)(F)F)cc3)ccc2O[C@H]1CN(C)C(=O)Nc1ccc(F)cc1	-6	6.3	10	-7	3	-4	8	1	-6
Cc1ccc(NC(=O)C2CCN(S(=O)(=O)c3cc([N+](=O)[O-])ccc3Cl)CC2)nc1	21	0.3	-9	18	1	-21	-1	16	-19
CCN(CC)CCNC(=O)c1cc2cc(Br)ccc2s1	5	2.1	-5	4	-4	5	-4	3	-11
CCCn1c(SC2C(=O)CC(C)(C)CC2=O)nc2c1c(=O)n(C)c(=O)n2C	-3	-3.6	6	0	2	-1	11	2	7
Cc1noc(C)c1C(=O)OCC(=O)NCc1ccccc1	2	0.0	1	3	4	-1	4	0	7
O=C(Nc1ccc(N2CCOCC2)cc1)Nc1ccc2nsnc2c1	2	2.2	5	9	-2	6	-8	1	11
Cc1cccc(C(=O)OCC(=O)N2c3ccccc3CC2C)c1C (configuration not stated)	9	-1.4	-7	10	2	-15	-6	12	-15
Cc1c(Cl)cccc1NC(=S)NCC(c1cccnc1)N(C)C (configuration not stated)	4	-0.5	1	2	-4	-4	2	1	6
COc1ccc(OCC(=O)Nc2ccc3c(c2)nc(CN2CCN(C(C)=O)CC2)n3C)cc1	1	0.1	7	7	0	9	13	0	15
Cc1ccc(C(=O)N/C(=C\c2cccs2)C(=O)NCCc2ccccn2)cc1C	1	-0.3	2	-1	0	-2	4	2	2
Cc1nn(C2CCS(=O)(=O)C2)c(Cl)c1/C=C/C(=O)OCC(=O)Nc1ccccc1OC(F)F (configuration not stated)	-2	10	-5	5	3	-5	15	7	0
CCOc1cc(C)c(C(C)C)cc1S(=O)(=O)N1CCN(C)CC1	-3	1.4	18	-4	-3	5	-4	0	11
Cc1ccc(S(=O)(=O)N2CCOCC2)cc1NC(=O)CN1C(=O)NC(C)(c2ccc(Cl)cc2Cl)C1=O (configuration not stated)	5	3.5	-3	0	0	-6	-35	2	2
COc1ccc(C(=O)C2CCCN(C(=O)Cn3nc(C)cc3C)C2)cc1F (configuration not stated)	29*	7.5	12	5	2	-4	3	2	-1
CCCS(=O)(=O)N1CCCC(C(=O)NCCCOCC)C1 (configuration not stated)	-2	-0.1	-1	-2	1	3	2	1	4
CCOC(=O)C1(CCOc2ccccc2)CCN(Cc2cc(OC)c3c(c2)OCO3)CC1	3	-1.2	-13	17	-10	-26	-35	7	-7
CCC(=O)c1cn(CC(=O)Nc2c(C)cccc2C)c2ccccc12	7	7.9	-7	4	-1	-5	2	1	2
COc1cc(C(=O)N(C)C2CCCCC2)cc(OC)c1OC	-23	-2.2	12	-2	-2	-6	3	1	2
Cc1ccc(/C=C2\CCC3=C2OC(N)=C(C#N)C3c2ccc(C)cc2)cc1 (configuration not stated)	30*	253*	1	33*	4	-28	-297	15	-12
Cc1cccc(N2CC(C(=O)Nc3nccs3)CC2=O)c1C (configuration not stated)	-5	-0.9	0	-8	5	12	9	0	15
COCCC(=O)N1CCC(Oc2ccc(C(=O)NCCc3cnn(C)c3)cc2)CC1	2	1.1	12	-1	-2	9	0	1	9
COc1cc(/C=C2\CCc3ccccc3C2=O)cc(OC)c1OC	0	-0.5	-5	12	-2	-12	8	6	-8
COC(=O)c1ccc(NC(=O)CCN2C(=O)C3CC=CCC3C2=O)cc1 (configuration not stated)	-1	1.7	2	4	2	0	0	2	5
COC(=O)C(C(=O)OC)N1C(=O)CCC1=O	-3	1.3	9	-3	0	-4	-10	5	13
COc1ccc(OC)c(/C=C/C(=O)N2CCN(S(=O)(=O)c3ccc(C)cc3C)CC2)c1	-11	2.3	-11	13	-4	-14	10	10	-3
OC[C@@H]1CN(Cc2cccnc2)C[C@H](n2cnc3c(N4CCOCC4)ncnc32)O1	-22	·	5	3	2	2	·	1	4
O=C(CN1CCCCCC1)Nc1ccc(Cl)cc1F	-14	0.8	0	8	-4	4	-13	0	4
NS(=O)(=O)c1ccc(CCNC(c2ccccc2)c2ccccc2)cc1	0	1.1	-8	13	-8	-1	-1	0	-14
CCC(=O)N1CCN(c2cc(C)ccc2C)CC1	-1	-0.3	1	9	-4	-4	1	1	-4
COc1ccc(/C=C/c2noc(-c3ccccc3O)n2)cc1	0	7.1	7	6	-1	-1	12	2	8
Fc1ccc(NC(=S)N/N=C/c2ccc(F)c(F)c2)cc1	0	-2.0	-3	3	-4	-5	11	0	-1
CC(CSc1nnnn1-c1ccccc1)Cn1c(N2CCN(C)CC2)nc2c1c(=O)[nH]c(=O)n2C (configuration not stated)	-5	-0.1	1	8	-3	6	-8	0	9
